TPT1 inh: C. albicans TPT1 enzyme inhibition. AID 1962. actives 0.81% (n = 300,000). inhibition, % at 5 µM. recombinant caTPT1, FP RNA substrate dephosphorylation;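 active = inhibition above the mean of all tested compounds plus 3 SD, set per screening campaign, cut at about 24% in these data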;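 also: plate controls were DMSO alone for no effect and ferristatin control at 100 nM for full effect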
PAD4 FP inh: blocks human protein arginine deiminase 4; Q9UM07; recombinant PAD4, RCA probe fluorescence polarization; inhibition, % at 6.36 µM; actives 0.41% (n = 330,000);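 active = percent inhibition above a cutoff equal to the mean of all tested compounds plus 3 SD, cut at about 15% in these data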;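 also: 0% = PAD4 with RCA probe and DMSO and 100% = probe without PAD4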
PME-1 primary: blocks human protein phosphatase methylesterase 1. inhibition, % at 5.9 µM. actives 0.53% (n = 320,000). recombinant PME-1, FP-Rh probe fluorescence polarization. AID 2130. Q9Y570;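 active = inhibition above the campaign mean of all compounds plus 3 SD, cut at about 26% in these data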;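 also: competitive labeling of PME-1 active site by serine hydrolase directed probe; 0% = PME-1 with DMSO and 100% = wells lacking PME-1 enzyme; inhibitors block probe labeling so polarization falls and inhibition rises; many of its hits are not listed in these tables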
GLD-1 TGE inh: GLD-1-TGE RNA interaction inhibition (C. elegans); purified GLD-1 + fluorescein TGE RNA, fluorescence polarization; inhibition, % at 5.96 µM; actives 0.44% (n = 320,000); AID 2280;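 active = percent inhibition above a per-plate cutoff, the plate mean of test compounds plus 3 SD, cut at about 30% in these data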;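 also: 0% = DMSO wells with GLD-1 and probe and 100% = wells lacking GLD-1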
BCLXL inh: inhibitors of human Bcl-xL. GST-Bcl-xL / FITC-Bim BH3 peptide fluorescence polarization. actives 0.7% (n = 320,000). AID 2129. inhibition, % at 10.9 µM. Q07817;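 active = inhibition above the mean of all tested compounds plus 3 SD, cutoff set per campaign, cut at about 30% in these data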;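 also: 0% = DMSO wells and 100% = unlabeled Bim-BH3 peptide competitor; inhibitors lower millipolarization by displacing the labeled peptide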
MEX-5 binding: C. elegans MEX-5 TCR-2 RNA binding activity | Q9XUB2 | MEX-5/FITC-TCR2 RNA binding, fluorescence polarization; stronger effect = lower value | activity score (negative = inhibition of binding), % at 10 µM | actives 0.38% (n = 300,000) | AID 1832;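 active = inhibition past about -25% in most replicates, and total fluorescence under double the plate's negative control median, limit read from the data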;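 also: 0% = DMSO and -100% = 5 µM competing unlabeled TCR2 RNA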
Target sequence (Q9XUB2 whole entry, looked up): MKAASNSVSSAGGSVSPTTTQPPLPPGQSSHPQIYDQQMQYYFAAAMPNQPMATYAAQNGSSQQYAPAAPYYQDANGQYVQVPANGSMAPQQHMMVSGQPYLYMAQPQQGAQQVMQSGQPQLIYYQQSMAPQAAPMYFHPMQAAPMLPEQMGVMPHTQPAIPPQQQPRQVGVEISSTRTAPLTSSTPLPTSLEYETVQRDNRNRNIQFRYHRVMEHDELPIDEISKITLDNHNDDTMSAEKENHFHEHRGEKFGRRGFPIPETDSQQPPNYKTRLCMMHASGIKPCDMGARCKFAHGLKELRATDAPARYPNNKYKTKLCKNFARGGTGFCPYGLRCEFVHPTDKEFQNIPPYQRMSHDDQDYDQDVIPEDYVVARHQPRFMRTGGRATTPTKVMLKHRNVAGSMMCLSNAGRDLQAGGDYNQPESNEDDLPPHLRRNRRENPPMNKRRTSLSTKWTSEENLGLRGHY
Fam108B inh: counter-screen for RBBP9 inhibitors: inhibitors of mouse Fam108B; recombinant Fam108B, FP-Rh probe fluorescence polarization; inhibition, % at 9.51 µM; actives 0.33% (n = 300,000);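 active = inhibition above the screen mean inhibition plus 3 SD, computed separately per campaign, cut at about 18% in these data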;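 also: inhibitors lower polarization as less probe binds the enzyme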
MCL1 BIM primary: disrupts human MCL1 binding to BIM-BH3 peptide; Q07820; GST-MCL1 / FITC-Bim-BH3 fluorescence polarization; inhibition, % at 10.9 µM; actives 0.68% (n = 320,000); AID 2057;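 active = inhibition above the mean inhibition of all tested compounds plus 3 SD, set per campaign, cut at about 40% in these data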;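 also: 0% = DMSO wells and 100% = unlabeled Bim-BH3 peptide control; higher means more loss of mP so more displacement of Bim peptide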
Target sequence (Q07820 whole entry, looked up): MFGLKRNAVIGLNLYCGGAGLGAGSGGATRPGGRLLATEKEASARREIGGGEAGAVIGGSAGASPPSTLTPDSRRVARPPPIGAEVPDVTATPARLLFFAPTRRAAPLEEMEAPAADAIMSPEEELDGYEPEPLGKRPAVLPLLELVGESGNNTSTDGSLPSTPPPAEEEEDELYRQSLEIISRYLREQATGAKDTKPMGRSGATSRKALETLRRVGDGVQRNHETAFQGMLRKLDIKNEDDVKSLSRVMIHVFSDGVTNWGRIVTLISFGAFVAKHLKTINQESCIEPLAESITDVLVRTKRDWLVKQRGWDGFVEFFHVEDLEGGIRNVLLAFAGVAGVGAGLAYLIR
GSTO1 counter: blocks human GSTO1 in RBBP9 counter-screen; actives 1.1% (n = 300,000); P78417; inhibition, % at 5.96 µM; AID 1974; recombinant GSTO1, activity-based probe fluorescence polarization;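 active = inhibition above the campaign mean inhibition plus 3 SD, cut at about 35% in these data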;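 also: 0% = GSTO1-1 with DMSO and 100% = wells lacking GSTO1-1 enzyme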
Target sequence (P78417 whole entry, looked up): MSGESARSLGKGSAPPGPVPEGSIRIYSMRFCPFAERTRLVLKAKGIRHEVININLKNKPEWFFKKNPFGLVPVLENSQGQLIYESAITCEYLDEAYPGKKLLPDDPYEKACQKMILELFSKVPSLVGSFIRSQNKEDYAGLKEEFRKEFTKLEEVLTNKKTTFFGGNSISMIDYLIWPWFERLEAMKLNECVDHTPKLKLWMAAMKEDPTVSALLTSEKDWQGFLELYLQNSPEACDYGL
Active calls of the source: *; . = no result given.

1	CCn1c(SCCC(=O)O)nnc1-c1cccnc1
2	NNC(=O)CSc1nc(-c2ccccc2)nc2c1CCCC2
3	COCCNC(=O)C1CCCN(c2nn3c(=O)cc(C)nc3s2)C1 (stereo not drawn)
4	CCOC(=O)c1c(NC(=O)CSc2nnnn2-c2ccccc2)sc2c1CC(C)(C)NC2(C)C
5	Cc1ccccc1OCC(=O)Nc1ccc2oc(=O)ccc2c1
6	CC[n+]1c(S(=O)(=O)[O-])ccc2ccc(C)cc21
7	COCCCNC(=O)c1ccccc1NS(C)(=O)=O
8	CC(C)[C@H]1CN=C2N(CCNC(=O)CCC3CCCCC3)[C@H](Cc3ccc(O)cc3)CN21
9	O=C(Nc1cccc(C(F)(F)F)c1)c1ccc(N2CCNCC2)c([N+](=O)[O-])c1
10	COc1ccc(-c2cc3c(=O)n(CC(=O)Nc4ccc(C(C)=O)cc4)ncn3n2)cc1
assay / compound | 1 | 2 | 3 | 4 | 5 | 6 | 7 | 8 | 9 | 10
TPT1 inh | -3 | -5 | -1 | 3 | 1 | 0 | 1 | -2 | -9 | -1
PAD4 FP inh | -7 | -3 | 0 | -6 | -1 | 1 | -3 | 1 | -5 | -2
PME-1 primary | 0 | -2 | -5 | 3 | -3 | 3 | 3 | 1 | -3 | -2
GLD-1 TGE inh | -5 | -1 | -5 | 1 | 7 | -4 | -2 | 9 | 5 | 7
BCLXL inh | 4 | -2 | 5 | -7 | 3 | 4 | 3 | 6 | 1 | 73*
MEX-5 binding | 0.8 | -0.6 | . | -1.9 | -0.7 | -5.9 | -0.9 | -1.7 | -3.2 | -3.2
Fam108B inh | -1 | -1 | 4 | -4 | 0 | -1 | 0 | 0 | 0 | 0
MCL1 BIM primary | 2 | -7 | 0 | -8 | 3 | 6 | 2 | 5 | 4 | -4
GSTO1 counter | 1 | -1 | 3 | 1 | 0 | 1 | 4 | 2 | 2 | 6

11	O=C(COC(=O)c1ccc2c(c1Cl)C(=O)c1ccccc1C2=O)NC1CC1
12	CCOC(=O)c1c(C)[nH]c(C)c1C(=O)CSc1nc2ccccc2n1CCC#N
13	COc1ccc(C(=O)CSc2nnc(COc3ccc(C#N)cc3)n2-c2ccccc2)cc1
14	CC1CCC2(CC1)NC(=O)N(NC(=O)c1cc3ccccc3o1)C2=O (stereo not drawn)
15	COc1ccc(NC(=O)C2CCN(S(=O)(=O)c3ccc(Br)s3)CC2)cc1OC
16	c1ccc(Cn2c(NCc3ccccn3)nc3ccccc32)cc1
17	O=C(NCc1ccc(N2CCCC2=O)cc1)c1cnccn1
18	O=C(COC(=O)CCC(=O)c1ccc(Cl)cc1)NCCc1ccccc1
19	Cc1cc(=O)oc2c(CN3CCCCC3)c(O)c(Cl)cc12
20	Cc1cccc(N2CCN(C(=O)c3cc4c(=O)n(C)c5ccccc5c4n3C)CC2)c1C
assay / compound | 11 | 12 | 13 | 14 | 15 | 16 | 17 | 18 | 19 | 20
TPT1 inh | 0 | 0 | 3 | . | 2 | -4 | -2 | 2 | 1 | -2
PAD4 FP inh | 1 | 4 | -5 | -1 | -4 | 0 | -2 | -5 | -2 | -7
PME-1 primary | 15 | 2 | 3 | 1 | 13 | 2 | -3 | -3 | 0 | 3
GLD-1 TGE inh | 11 | 2 | -8 | 5 | 7 | 10 | 0 | 4 | 3 | -2
BCLXL inh | 14 | -7 | 3 | 3 | 2 | 0 | 2 | -4 | 9 | -3
MEX-5 binding | -1.4 | 0.4 | 2.4 | . | -0.3 | 2.6 | -1.1 | -2.2 | -1.0 | -1.1
Fam108B inh | 4 | 5 | 2 | . | 1 | 1 | 0 | -2 | -2 | -4
MCL1 BIM primary | 13 | 2 | -16 | 3 | 5 | 1 | -4 | -3 | 11 | -5
GSTO1 counter | 11 | -2 | 9 | . | 6 | 9 | 7 | 0 | -3 | 3

21	COc1ccc(CNC(=O)C/C(C)=N/NC(=O)c2cnccn2)cc1
22	NNC(=O)c1cc(Cl)ccc1Cl
23	CC(=O)Nc1ccc(NC(=O)CSc2ccc(-c3ccc(-n4ccnc4)cc3)nn2)cc1
24	O=C(CSc1cccc[n+]1[O-])c1ccccc1Br
25	O=C(Nc1ccc(N2CCOCC2)cc1)C1(c2ccc(Cl)cc2)CCC1
26	COc1ccc(C(=O)N2CCC(n3nccc3NC(=O)C3CC3)CC2)c(OC)c1OC
27	O=C(CN1CCN(c2ccccn2)CC1)NCCc1ccccc1
28	CC(C)COC(=O)n1c(=O)oc2cc(S(=O)(=O)N3CCCCC3)ccc21
29	O=C(NCc1ccc2c(c1)OCO2)Nc1cccc2ccccc12
30	Cn1c(SCC(=O)N2CCOCC2)nnc1-c1ccncc1
assay / compound | 21 | 22 | 23 | 24 | 25 | 26 | 27 | 28 | 29 | 30
TPT1 inh | -4 | 2 | 0 | 3 | 1 | 2 | -2 | 0 | 1 | 0
PAD4 FP inh | -3 | 1 | -5 | -3 | -6 | -9 | 2 | 1 | 0 | -3
PME-1 primary | 5 | -11 | 4 | 0 | -4 | -4 | 5 | -3 | -4 | 0
GLD-1 TGE inh | -3 | 9 | -1 | 7 | 5 | -2 | 1 | 6 | 2 | 2
BCLXL inh | 4 | 7 | -8 | 4 | 8 | 0 | 5 | 5 | 0 | 8
MEX-5 binding | -2.1 | 0.1 | -1.1 | -1.2 | 0.6 | 2.2 | -1.6 | -1.4 | 0.0 | 0.6
Fam108B inh | 0 | -2 | -5 | -1 | 1 | 1 | 4 | -4 | -7 | -2
MCL1 BIM primary | 3 | 19 | -4 | 0 | -3 | 1 | -6 | 2 | 1 | 8
GSTO1 counter | 1 | 5 | 8 | 5 | 3 | 5 | 6 | 1 | 9 | -4

4 entries from above, sorted by the number in PAD4 FP inh, lowest first:
nr | Compound | TPT1 inh | PAD4 FP inh | PME-1 primary | GLD-1 TGE inh | BCLXL inh | MEX-5 binding | MCL1 BIM primary
26 | COc1ccc(C(=O)N2CCC(n3nccc3NC(=O)C3CC3)CC2)c(OC)c1OC | 2 | -9 | -4 | -2 | 0 | 2.2 | 1
2 | NNC(=O)CSc1nc(-c2ccccc2)nc2c1CCCC2 | -5 | -3 | -2 | -1 | -2 | -0.6 | -7
19 | Cc1cc(=O)oc2c(CN3CCCCC3)c(O)c(Cl)cc12 | 1 | -2 | 0 | 3 | 9 | -1.0 | 11
27 | O=C(CN1CCN(c2ccccn2)CC1)NCCc1ccccc1 | -2 | 2 | 5 | 1 | 5 | -1.6 | -6

A section taken from the entries so far:
1	CCn1c(SCCC(=O)O)nnc1-c1cccnc1
2	NNC(=O)CSc1nc(-c2ccccc2)nc2c1CCCC2
3	COCCNC(=O)C1CCCN(c2nn3c(=O)cc(C)nc3s2)C1 (stereo not drawn)
4	CCOC(=O)c1c(NC(=O)CSc2nnnn2-c2ccccc2)sc2c1CC(C)(C)NC2(C)C
assay / compound | 1 | 2 | 3 | 4
TPT1 inh | -3 | -5 | -1 | 3
PAD4 FP inh | -7 | -3 | 0 | -6
PME-1 primary | 0 | -2 | -5 | 3
GLD-1 TGE inh | -5 | -1 | -5 | 1
BCLXL inh | 4 | -2 | 5 | -7
MEX-5 binding | 0.8 | -0.6 | . | -1.9
Fam108B inh | -1 | -1 | 4 | -4
MCL1 BIM primary | 2 | -7 | 0 | -8
GSTO1 counter | 1 | -1 | 3 | 1

(next part)
31	CCc1nnc(NC(=O)CSc2nnc(CSc3nc(C)cc(C)n3)o2)s1
32	CCOc1ccc(NC(=O)CC2C(=O)N(c3ccccc3)C(=O)N2CCc2cccs2)cc1 (stereo not drawn)
33	Cc1ccc(C(C)C)c(OCCN2C(=O)NC(C)(C)C2=O)c1
34	O=C(Cc1cccs1)Nc1ccccc1NC(=O)Cc1cccs1
35	Cc1ccccc1OCCc1c(C)[nH]c(=S)[nH]c1=O
36	CCCOC(=O)C1=C(C)NC2=C(C(=O)CC(C)(C)C2)C1c1ccc(N(C)C)cc1 (stereo not drawn)
37	Cc1cccc(N2CCN(C(=O)C3CCN(S(=O)(=O)c4cccc5nsnc45)CC3)CC2C)c1 (stereo not drawn)
38	Cc1cc2oc3c(c(=O)c2cc1C)C(c1ccc(F)cc1)N(CCCN1CCOCC1)C3=O (stereo not drawn)
39	Cc1ccc(NCC(=O)c2ccc(C)cc2)cc1
40	O=c1oc2ccccc2c2c1C(c1ccc(Cl)cc1)Nc1ccc3ccccc3c1-2 (stereo not drawn)
assay / compound | 31 | 32 | 33 | 34 | 35 | 36 | 37 | 38 | 39 | 40
TPT1 inh | -1 | 3 | -2 | -4 | -2 | -4 | -2 | -3 | 0 | 7
PAD4 FP inh | 1 | -1 | -2 | -4 | -1 | 0 | 4 | -2 | -2 | 1
PME-1 primary | 2 | 12 | -3 | -6 | -5 | 2 | 11 | -2 | 8 | 1
GLD-1 TGE inh | -4 | 1 | 7 | 1 | 3 | 0 | 6 | 0 | 3 | 2
BCLXL inh | 9 | 2 | -1 | 7 | 4 | 3 | 3 | 1 | 3 | 1
MEX-5 binding | -4.0 | 2.1 | 1.1 | 0.8 | 1.1 | 0.2 | 3.7 | -3.1 | 2.0 | -4.1
Fam108B inh | 0 | 1 | -1 | 6 | 1 | -2 | 1 | -3 | -2 | 3
MCL1 BIM primary | 6 | 5 | -6 | -1 | 4 | -6 | 7 | 4 | 5 | 1
GSTO1 counter | 15 | -1 | -5 | 28 | 15 | 10 | 4 | -3 | 3 | -8

41	O=C(/C=C/Nc1ccc(F)cc1)c1ccc(Oc2ncccn2)cc1
42	O=C(OCC(=O)N1CCc2ccccc2C1)c1cccnc1Cl
43	COc1ccc(S(=O)(=O)N2CCN(C(=O)Cc3cccs3)CC2)cc1
44	CCOC(=O)c1c(-c2ccc(-c3ccccc3)cc2)csc1NC(=O)C1C2CCC(O2)C1C(=O)O (stereo not drawn)
45	CCN(CC1CCCO1)C(=O)CCc1nnc(Cc2ccc3c(c2)OCO3)o1 (stereo not drawn)
46	Cc1c(CNC2CCC(C)CC2)c(C(=O)O)c(C)n1Cc1ccccc1 (stereo not drawn)
47	O=C(COC(=O)c1ccco1)Nc1ccc([N+](=O)[O-])cc1Cl
48	O=C(CN1CCN(C(c2ccccc2)c2ccccc2)CC1)NC(=O)NCc1ccco1
49	CC(=O)SC(C)CC(=O)Nc1ccccc1 (stereo not drawn)
50	O=C(CSc1nc(C(F)(F)F)cc(=O)[nH]1)N1CCC(Cc2ccccc2)CC1
51	Cc1ccccc1/C=N/Nc1ncnc2nc[nH]c12
52	CCN(CC)C(=O)CSc1nc(-c2cccs2)cc(-c2cccs2)c1C#N
assay / compound | 41 | 42 | 43 | 44 | 45 | 46 | 47 | 48 | 49 | 50 | 51 | 52
TPT1 inh | -1 | 3 | -2 | -2 | -6 | 1 | . | 1 | 0 | -5 | 0 | -1
PAD4 FP inh | 3 | 0 | 2 | -1 | -1 | -1 | -5 | 3 | 0 | -2 | -1 | 2
PME-1 primary | 5 | -2 | -4 | -1 | -6 | 3 | 2 | 0 | 0 | -4 | 0 | -10
GLD-1 TGE inh | 4 | -9 | 1 | -5 | 0 | 8 | -2 | 6 | 5 | 1 | -3 | 2
BCLXL inh | -1 | 3 | 4 | 19 | 5 | 0 | 2 | -1 | 5 | 3 | 0 | -5
MEX-5 binding | 1.9 | -0.3 | -1.3 | -5.8 | -2.8 | 0.7 | . | 0.5 | -0.6 | -1.5 | 0.1 | 0.7
Fam108B inh | -2 | -1 | 1 | 1 | 0 | -2 | . | -5 | 2 | 0 | 4 | -10
MCL1 BIM primary | 4 | 0 | 9 | 28 | 8 | 3 | 2 | -7 | 7 | 5 | 0 | -3
GSTO1 counter | 7 | 1 | 6 | -3 | 0 | -2 | . | -1 | 7 | -3 | -11 | -18

Compound activity (PubChem BioAssay)

Only part of the results is shown; rates above refer to the full screens.
